Screening results: PubChem BioAssay, National Center for Advancing Translational Sciences (NCATS)
Tb PGK inh = blocks T. brucei phosphoglycerate kinase | 0.043% of 380,000 active | PGK/GAPDH coupled, Kinase-Glo luminescence, 60 min | Potency, µM (titrated, usually from 57.5 µM), inactives show at the top dose activity change, negative = inhibition, usual class: inhibitors | AID 602233 | P07378; note: % is set by controls: 0 for no effect and ±100 for the full control effect; nearly all actives have a fitted effect of over 60% in size
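Recombinant glycosomal PGK reaction used 1,3-bisphosphoglycerate generated in-well by GAPDH (100nM final) in 100mM TEA pH 7.6, 5mM MgCl2, 0.01% Tween-20. After 60 minutes at room temperature, ATP was read by Kinase-Glo Plus luminescence end-point.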
ALOX12 inh = inhibitors of human 12S-lipoxygenase ALOX12 | AID 1671190 | purified 12hLO, xylenol orange hydroperoxide absorbance | 1.1% of 580,000 active | Potency, µM (doses to about 108 µM), for the others: at the top dose activity change, negative = inhibition, most hits filed as inhibitors; note: % is set by controls: 0 for no effect and ±100 for the full control effect
Target sequence (P18054 whole entry, looked up): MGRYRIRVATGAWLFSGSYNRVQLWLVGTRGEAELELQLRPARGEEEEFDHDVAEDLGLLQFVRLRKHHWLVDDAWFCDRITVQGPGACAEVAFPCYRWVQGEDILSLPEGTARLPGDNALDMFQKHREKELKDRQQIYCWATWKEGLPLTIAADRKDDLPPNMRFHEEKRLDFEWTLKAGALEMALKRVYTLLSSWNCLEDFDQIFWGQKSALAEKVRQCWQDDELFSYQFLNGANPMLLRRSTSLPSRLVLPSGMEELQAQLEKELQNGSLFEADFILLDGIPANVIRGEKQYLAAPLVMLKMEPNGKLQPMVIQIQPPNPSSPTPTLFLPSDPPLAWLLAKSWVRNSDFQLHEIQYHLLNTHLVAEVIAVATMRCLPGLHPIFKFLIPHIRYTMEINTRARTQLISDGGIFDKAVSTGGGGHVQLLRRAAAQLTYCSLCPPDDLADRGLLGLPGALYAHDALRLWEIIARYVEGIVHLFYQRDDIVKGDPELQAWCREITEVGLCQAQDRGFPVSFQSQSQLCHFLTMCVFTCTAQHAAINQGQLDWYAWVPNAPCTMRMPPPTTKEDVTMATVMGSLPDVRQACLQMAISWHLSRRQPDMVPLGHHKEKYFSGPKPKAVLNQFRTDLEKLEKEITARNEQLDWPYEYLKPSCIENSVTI
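Purified human 12hLO (150 nM final) in 25 mM Hepes, 0.01% Triton X-100, pH 7.0 was preincubated 15 min at room temperature with compound. Then 40 uM arachidonic acid was added, 30 min. Hydroperoxide was read by Fe-XO absorbance ratio 573/405 nm.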
GLS inh = glutaminase GLS (human) inhibition; AID 624170; 0.21% of 410,000 active; O94925; Potency, µM (highest dose often 45.5 µM), for inactives: at the top dose activity change, negative = inhibition, most hits filed as inhibitors; GLS enzymatic activity, qHTS titration; note: % is set by controls: 0 for no effect and ±100 for the full control effect
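hKGA; 45 mM KH2PO4 pH 8.2 + 0.02% Tween-20; cpd via pin tool; 1 mM Gln soln; GluOx/HRP/Amplex Red; RT 30 min; fluor. t0 & final.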
RGS4 inh = blocks human RGS4-accelerated GTP hydrolysis. Potency, µM (series often up to 114 µM), inactives show at the highest dose activity change, negative = inhibition, hits mostly inhibitors. Transcreener GDP fluorescence polarization, RGS4-accelerated GTP hydrolysis. 0.039% of 390,000 active. AID 504845; note: % is set by controls: 0 for no effect and ±100 for the full control effect; nearly all actives have a fitted effect of over 75% in size; some results filed as inactive show a strong effect at the top dose
Target sequence (P49798 whole entry, looked up): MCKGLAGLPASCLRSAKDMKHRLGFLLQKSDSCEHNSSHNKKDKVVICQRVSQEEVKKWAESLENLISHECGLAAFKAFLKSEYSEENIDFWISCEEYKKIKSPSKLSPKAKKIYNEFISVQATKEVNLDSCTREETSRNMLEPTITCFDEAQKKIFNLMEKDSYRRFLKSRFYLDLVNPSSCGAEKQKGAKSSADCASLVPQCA
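MLSMR compounds (23 nl, pin-transferred) preincubated 10 min at room temperature with a 500nM (2x) first reagent, then RGS4 at 900nM (2x) plus Transcreener GDP mix added; fluorescence polarization (620/688 nm) read before and after 90 min at 30 °C.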
JMJD2A Tudor = JMJD2A Tudor domain (human) inhibition. Potency, µM (series often up to 114 µM), inactives show at the top dose activity change, negative = inhibition, actives largely listed as inhibitors. O75164. 4.4% of 390,000 active. AlphaScreen JMJD2A-Tudor / H3K4me3 peptide binding; note: % is set by controls: 0 for no effect and ±100 for the full control effect; nearly all actives have a fitted effect of over 50% in size
ERG-DNA inh = inhibitors of human ERG Ets domain-DNA interaction; P11308; fluorescence polarization, His-ERG Ets domain / labelled DNA; Potency, µM (top dose mostly 76.9 µM), for the others: top-dose FP activity, negative = inhibition, usual class: inhibitors; 0.028% of 370,000 active; AID 624246; active = well fitted inhibition curve with a large enough effect in the polarisation, with a control signal flat; inconclusive = small, poorly fitted or top-dose-only effect, or effect the other way, or a change in a side signal; inactive = no such curve, though single readings can be large or run the other way; the % refers to the polarisation;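 note: polarization taken with two DNA probes labelled with fluorescein and Texas red; % of control where 0% means no effect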
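His-tagged ERG Ets domain (1 uM in the protein solution; 300mM KCl, 50mM Tris-HCl, 1mM EDTA, 1mM DTT, pH 7.5) received compound, then a probe mix of 5 nM fluorescein-DNA and 100nM Texas-615-DNA. Fluorescence polarization was read for both dyes.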
Pin1 inhibitor = blocks the human prolyl isomerase Pin1 | Q13526 | AID 504891 | Pin1 FP peptide displacement, HiFluor488, 10 min | 0.009% of 390,000 active | Potency, µM (doses to about 115 µM), for the others: at the highest dose activity, negative = inhibition, usual class: inhibitors; active = well fitted inhibition curve with a large enough effect in the polarisation, with a control signal flat, not every such curve was filed as active; inconclusive = small, poorly fitted or top-dose-only effect, or effect the other way, or a change in a side signal; inactive = no such curve, though single readings can be large or run the other way; the % refers to the polarisation; note: % is set by controls: 0 for no effect and ±100 for the full control effect
HP1b binding inh = blocks HP1-beta chromodomain binding to methylated histone tails; AlphaScreen HP1-beta / biotin-H3K9me3 peptide binding; P83916; 0.56% of 390,000 active; Potency, µM (titrated, usually from 114 µM), inactives show at the highest dose activity change, negative = inhibition, most hits filed as inhibitors; AID 540317; note: nearly all actives have a fitted effect of over 70% in size; inactives centre near 23
Target sequence (P83916 whole entry, looked up): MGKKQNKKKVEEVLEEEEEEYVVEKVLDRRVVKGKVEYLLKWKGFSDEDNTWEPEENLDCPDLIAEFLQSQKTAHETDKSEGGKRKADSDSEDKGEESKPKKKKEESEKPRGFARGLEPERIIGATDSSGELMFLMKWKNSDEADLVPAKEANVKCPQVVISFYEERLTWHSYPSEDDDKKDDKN
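Compound inhibition of the preformed complex between 50 nM HP1-beta and 50 nM biotinylated H3K9me3 peptide was read by AlphaScreen. Buffer was PBS pH 7.4 with 0.01% Tween-20. Incubations ran 30 min at room temperature, with 10 ug/mL donor/acceptor beads.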
TrxR1 inh = rat TrxR1 inhibition; recombinant rTrxR1, NADPH fluorescence consumption, selenite substrate; Potency, µM (top dose mostly 114 µM), inactives show at the highest dose activity change, negative = inhibition, actives largely listed as inhibitors; 1% of 390,000 active; O89049; AID 588453; note: % is set by controls: 0 for no effect and ±100 for the full control effect; nearly all actives have a fitted effect of over 65% in size
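Rat TrxR1 (90 nM in the dispensed reagent) was pre-reduced with 400 uM NADPH for 5 min at room temperature, then incubated with compound for 15 min. After 400 uM selenite was added, NADPH fluorescence (Ex 340/Em 450 nm) was followed for 8 min.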
The depositor's hits bear a star; i = inactive; ? = inconclusive; · = not tested or not shown; & = joins results of further samples; [ ] = dose if it differs, or a comment. Unless noted, calls come from the whole dose curve; as a rule, active = well fitted curve in the direction sought with a large enough effect; inconclusive = small, poorly fitted or top-dose-only effect, or another doubt; inactive = no such curve, though single readings can be large; an effect the other way counts as inactive or inconclusive. Potency is the fitted concentration of half-maximal effect.

SMILES	Tb PGK inh	ALOX12 inh	GLS inh	RGS4 inh	JMJD2A Tudor	ERG-DNA inh	Pin1 inhibitor	HP1b binding inh	TrxR1 inh
O=C(NCc1ccc(F)cc1Cl)C1CCN(S(=O)(=O)N2CCC3(CC2)OCCO3)CC1	·	11%	-7%	7%	-18%	·	?	19%	-3%
c1ccc(Cn2ncc3c(N4CCN(C(c5ccccc5)c5ccccc5)CC4)ncnc32)cc1	-3%	0%	-7%	-18%	-12%	-6%	7%	34%	19%[57.1 µM]
CCOC(=O)c1c(NC(=O)CSc2cn(CC)c3ccccc23)sc2c1CCC2	-4%	15%	-6%	-17%	-2%	-12%	4%	-1%	12%[57.1 µM]
Cc1cc(C)cc(N(C(C)C(=O)NCCC2=CCCCC2)S(C)(=O)=O)c1 (stereo not given)	15%	0%	1%	-3%	-7%	1%	-1%	32%[activator]	4%
COc1cccc(CC(Cc2nc3ccccc3[nH]2)c2nc3ccccc3[nH]2)c1 (stereo not given)	-3%	0%	-12%	-11%	-24%	-1%	-7%	40%[activator]	13%[57.1 µM]
O=C(Nc1cc(-c2nc3ccccc3o2)ccc1Cl)c1sc2c([N+](=O)[O-])cccc2c1Cl	-1%	-22%	1%	-4%	-28%	-2%	-5%	38%[activator]	18%
C=CCN(CC(O)c1cccc([N+](=O)[O-])c1)C(C)CCc1ccccc1 (stereo not given)	2%	?	7%	19%	-11%	5%	?	46%[activator]	-4%
Cn1c(N2CCOCC2)c(/C=N/O)c2ccccc21	7%	-13%	?	15%	-13%	0%	0%	4%	-1%[57.1 µM]
NNC(=O)CC(=O)NC1(Cc2ccc(O)cc2)CCCCC1	i	-5%	?	-31%	-9%	-6%	-4%	36%	-16%[57.1 µM]
C[C@H](CO)N1C[C@H](C)[C@@H](CN(C)C(=O)NC2CCCCC2)Oc2c(NC(=O)CCC(F)(F)F)cccc2C1=O	-6%	-2%	0%	0%	-15%	4%	3%	23%	17%
O=C(NCc1ccc(Cl)cc1)[C@@H]1CCCN1S(=O)(=O)c1ccc(Cl)cc1	-6%	0%	3%	-4%	-10%	-15%	0%	17%	21%[57.1 µM]
O=C(COC(=O)Cc1cccc(C(F)(F)F)c1)Nc1ccc2c(c1)OCCO2	·	-11%	3%	-11%	?	0%	-3%	11%	27%
O=C1C=C(Nc2ccccc2O)c2ccccc2C1=O	i	-19%	27%	?	?	·	?	-38%	-6%
Clc1nc(-c2ccccc2)c2ccccc2n1	-8%	0%	-17%	6%	11%	4%	-2%	69%[activator]	7%
CCNc1ccc(C(=O)OCC(=O)N(Cc2ccccc2)C(C)(C)C)cc1[N+](=O)[O-]	-2%	-10%	-7%	-10%[11.4 µM]	-32%	-4%	9%	22%	10%
COc1ccc(CC(=O)NCc2cccs2)cc1	-1%	3%	-5%	-1%	-10%	1%	-5%	21%	10%
CCOC(=O)c1ccc(NC(=O)CSc2nnc(CCc3ccc(C)o3)n2-c2ccccc2)cc1	-2%	-27%	-1%	?	-17%	-2%	17%	12%	?
CCN1C(=O)c2cccc3c(NC(=O)c4ccccc4)ccc1c23	i	-30%	-2%	9%	5%	8%	6%	38%	6%
Cc1ccc(S(=O)(=O)N2CCCC(C(=O)NCCc3ccccc3)C2)cc1 (stereo not given)	0%	?	3%	23%	-11%	-6%	1%	2%	27%
O=C(NCc1ccco1)C1CCN(C(=O)Cc2ccccc2)CC1	1%	478%[activator]	12%	-4%	2%	5%	-3%	29%	-25%
Cc1nn(-c2ccc(N3CCCCC3)nn2)c(C)c1CCC(=O)Nc1ccc(F)cc1	2%	6%	-9%	-25%[56.9 µM]	-29%	-1%	2%	74%[activator]	18%
Cc1ccc(OCC(=O)Nc2cccc(-c3nc4ccccc4o3)c2C)cc1C	-1%	-4%	-8%	0%	-15%	-2%	-29%	24%	-5%
CC(=O)Nc1ccc(NC(=O)C(Cc2ccccc2)NS(=O)(=O)c2ccc3c(c2)oc(=O)n3C)cc1 (stereo not given)	9%	2%	-2%	-12%	3%	2%	13%	45%[activator]	14%
Cc1ccccc1OCC(=O)OCC(=O)c1cc(C)n(C2CC2)c1C	-6%	5%	-6%	-26%	?	1%	2%	-3%	-15%
CCOC(=O)C1=C(N)OC2=C(C(=O)CC(C)(C)C2)C1c1cccnc1 (stereo not given)	-8%	0%	-4%	32%	-10%	2%	-4%	18%	-4%

Remaining list, next part.
SMILES	Tb PGK inh	ALOX12 inh	GLS inh	RGS4 inh	JMJD2A Tudor	ERG-DNA inh	Pin1 inhibitor	HP1b binding inh	TrxR1 inh
CCC1C/C(=C\c2cc(OC)c(OC)cc2OC)C(=O)/C(=C/c2cc(OC)c(OC)cc2OC)C1 (stereo not given)	0%	·	-7%	?	18µM*	20%	?	?	-3%
Cc1nc(N2CCN(c3ccccn3)CC2)c2c(C)c(C(=O)Nc3ccc(F)cc3F)sc2n1	-3%	19%	-2%	2%	5%	2%	13%	30%	69%[activator]
Cc1noc(/C=C/N(C)C)c1S(=O)(=O)N(C)CC(=O)N1CCc2ccccc21	0%	·	-14%	-16%	-19%	2%	?	9%	1%[57.1 µM]
CC1=CN(S(=O)(=O)c2ccc(C)cc2)C[C@@H]2c3ccccc3N(S(=O)(=O)c3ccc(C)cc3)[C@H]12	-3%	-2%	-2%	13%	-27%	10%	13%	29%	28%
O=C(N/N=C/c1ccc(Br)s1)c1cccc([N+](=O)[O-])c1	-17%	12%	-7%	-21%	-26%	4%	1%	19%	-13%
COc1ccc2c(c1)CCc1sc(NC(=O)c3ccc(Cl)cc3)nc1-2	-10%	?	8%	-2%	-24%	-4%	?	1%	28%
CCN(CC)C(=O)Cn1c(=O)n(CCC(=O)Nc2ccc(F)cc2)c(=O)c2sccc21	1%	?	3%	0%	?	-2%	-5%	23%	23%
CCCC/C=C/[C@H](c1ccccc1)[C@H](CO)Cc1ccc2ccccc2c1	·	·	·	-17%	52%[activator]	·	-5%	95%[activator]	11%
Cc1cccc(OCCCC(=O)N2CCCc3ccccc32)c1C	1%	-9%	-3%	-14%	82%[activator]	-4%	7%	120%[activator]	3%
COc1cccc(CNC(=O)CCn2c(=O)c3cccn3c3cccnc32)c1	-5%&0%	10%&1%	-12%&14%	4%[56.9 µM]	-33%&-14%	-7%&8%	-1%&12%	57%&18%[activator]	-27%&14%
COc1ccc(CCNc2ncnc3c2nnn3C)cc1	-2%	-9%	6%	-11%	-3%	-8%	-9%	44%[activator]	-29%[57.1 µM]
Nc1ccn(CC(=O)N2CCN(c3ccccn3)CC2)c(=O)n1	3%	-20%	2%	2%	-8%	-3%	-2%	33%	24%[57.1 µM]
CCCn1c(N)c(NCCN2CCOCC2)c(=O)n(CC(=O)NCc2ccccc2)c1=O	-3%	7%	18%	24%	-4%	-7%	7%	27%	10%
O=C(c1cccc(F)c1)N1CCC(N2CCOCC2)CC1	i	?	3%	-36%	7.9µM*	2%	-5%	?	11%[57.1 µM]
O=C(O)CN(c1ccccn1)S(=O)(=O)c1ccc(Cl)cc1	-1%	-25%	1%	-17%[11.4 µM]	-8%[11.4 µM]	-10%	-4%	37%	4%
COc1ccc(-c2cnnn2-c2ccc(NC(=O)c3ccc(S(=O)(=O)N4CCCCC4)cc3)cc2)cc1	-2%	-18%	8%	21%	-25%	-3%	25%	17%	3%
CC(=O)c1ccc(NC(=O)NC2CCCc3ccccc32)cc1 (stereo not given)	-8%	-4%	-21%	0%	-12%	12%	8%	10%	-1%
COC(=O)CCN(C(=O)c1c(C)oc2ncnc(N3CCOCC3)c12)c1ccccc1	-9%	3%	1%	-31%	-5%	-1%	4%	43%[activator]	12%
Cc1noc(C)c1CSCC(=O)Nc1cc(C(F)(F)F)ccc1N1CCOCC1	-4%	-12%	8%	5%	-3%	·	0%	32%	-7%
CCc1ccc(/C=N/NC(=O)c2cc(C3CC3)nc3ccccc23)s1	2%	-20%	6%	-5%	-11%	3%	?	52%[activator]	4%
N#Cc1ccccc1S(=O)(=O)N1CCN(C(=O)CCNS(=O)(=O)c2ccc(Cl)cc2)CC1	-2%	3%	0%	8%	-7%	-1%	4%	37%	10%
CCc1cccc(NC(=O)CN(c2ccc(C)c(C)c2)S(=O)(=O)c2ccsc2C(=O)OC)c1	-7%	-17%	12%	13%	-27%	2%	1%	8%	9%[57.1 µM]
Cc1ncc(CO)c(/C=N/N=C/c2ccccc2O)c1O	12%	10%	13%	-3%	?	4%	-5%	-2%	-13%
CCCc1cc(=O)[nH]c(SCC(=O)Nc2ccc([N+](=O)[O-])cc2C#N)n1	-1%	-4%	-14%	12%[56.9 µM]	-24%	2%	-2%	30%[activator]	-9%
O=C(O)CSc1nnc(-c2cccnc2)n1Cc1ccccc1	·	-16%	-2%	20%	-6%	4%	6%	13%	25%
O=C(CN1CCC(C(=O)c2ccc3c(c2)OCCO3)CC1)NCc1ccc(F)cc1	-9%	?	-6%	-1%	-10%	6%	-8%	-10%	-8%
CCOC(=O)c1ccc(NC(=O)CC2C(=O)N(c3ccc(F)cc3)C(=O)N2Cc2ccc3c(c2)OCO3)cc1 (stereo not given)	i	-25%	1%	-32%	-21%	-3%	14%	42%[activator]	17%
CCN(CC)C(=O)C1=C(C)Nc2nc3ccccc3n2C1c1ccc(Cl)cc1 (stereo not given)	-6%	-16%	-4%	-16%	1%	-5%	-1%	42%[activator]	7%

Only part of the results is shown; the hit share may differ from the screen's.
